TWEAK-Fn14 inh: inhibitors of TWEAK-Fn14 signaling, primary screen, luciferase reporter cells, uHTS | TWEAK-stimulated Fn14 reporter cells, luciferase luminescence, 8 h | inhibition, % at 10 µM | 360,000 tested, 2% active | AID 1159606, 2016; in the data active means inhibition above about 50%
SRC1 inh: SRC1 coactivator transcriptional activity inhibitors, primary screen, cell-based, luminescence; HEK293 GAL4-SRC1 luciferase reporter; inhibition, % at 3.6 µM; Nuclear receptor coactivator 1 (Homo sapiens), Q15788; 360,000 tested, 0.12% active;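 active means inhibition above the campaign mean plus 3 SD, with each screening campaign given its own cutoff, cut at about 60% in these data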;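 further: 0% = DMSO treated cells and 100% = gossypol at 36 µM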
Target sequence (Q15788 whole entry, looked up, the tested form may be a part): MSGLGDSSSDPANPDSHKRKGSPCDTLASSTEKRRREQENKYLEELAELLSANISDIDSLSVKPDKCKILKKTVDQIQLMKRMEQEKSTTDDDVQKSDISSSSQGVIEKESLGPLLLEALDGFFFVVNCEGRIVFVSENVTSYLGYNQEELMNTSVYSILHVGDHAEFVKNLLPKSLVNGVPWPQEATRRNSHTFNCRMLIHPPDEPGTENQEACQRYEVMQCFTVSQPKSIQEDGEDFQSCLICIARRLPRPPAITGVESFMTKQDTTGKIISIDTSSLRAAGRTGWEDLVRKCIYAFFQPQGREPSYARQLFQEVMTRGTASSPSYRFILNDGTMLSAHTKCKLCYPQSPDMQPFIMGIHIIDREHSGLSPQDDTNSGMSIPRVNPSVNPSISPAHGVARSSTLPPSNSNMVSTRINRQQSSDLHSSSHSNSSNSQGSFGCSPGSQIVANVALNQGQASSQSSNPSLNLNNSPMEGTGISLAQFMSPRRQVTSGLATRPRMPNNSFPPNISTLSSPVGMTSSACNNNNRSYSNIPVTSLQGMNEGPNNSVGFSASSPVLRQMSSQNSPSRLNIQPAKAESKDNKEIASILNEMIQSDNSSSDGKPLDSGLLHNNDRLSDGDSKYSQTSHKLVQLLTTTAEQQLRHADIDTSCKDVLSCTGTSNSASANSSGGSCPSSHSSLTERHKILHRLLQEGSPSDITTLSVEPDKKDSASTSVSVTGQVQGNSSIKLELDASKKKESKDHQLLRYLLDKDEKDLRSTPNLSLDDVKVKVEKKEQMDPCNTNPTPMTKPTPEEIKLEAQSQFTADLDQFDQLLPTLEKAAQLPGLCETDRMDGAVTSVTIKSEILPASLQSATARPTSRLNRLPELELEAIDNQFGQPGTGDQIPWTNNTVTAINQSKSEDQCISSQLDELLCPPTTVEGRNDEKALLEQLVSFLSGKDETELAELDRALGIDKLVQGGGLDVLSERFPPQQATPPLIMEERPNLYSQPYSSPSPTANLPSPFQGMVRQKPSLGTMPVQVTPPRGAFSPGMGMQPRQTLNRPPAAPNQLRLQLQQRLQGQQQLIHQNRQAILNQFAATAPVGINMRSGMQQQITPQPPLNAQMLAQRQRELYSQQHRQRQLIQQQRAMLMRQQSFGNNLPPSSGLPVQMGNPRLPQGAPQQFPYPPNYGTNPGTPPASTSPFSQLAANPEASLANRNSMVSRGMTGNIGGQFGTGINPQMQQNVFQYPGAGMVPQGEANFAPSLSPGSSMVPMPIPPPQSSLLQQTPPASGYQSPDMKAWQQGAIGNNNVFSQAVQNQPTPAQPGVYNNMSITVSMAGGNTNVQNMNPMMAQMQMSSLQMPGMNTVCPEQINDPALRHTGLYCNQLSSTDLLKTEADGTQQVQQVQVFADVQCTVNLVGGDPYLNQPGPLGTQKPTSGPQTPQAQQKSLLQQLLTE
Shn3 inh set2: reduction of Shn3 3'UTR firefly luciferase signal, primary screen, Schnurri-3 inhibitor project, cell-based, Clone20 osteoblasts, set 2; Clone20 osteoblast Shn3 3'UTR firefly luciferase, 24 h; inhibition, % at 12.5 µM; 360,000 tested, 0.52% active;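 active means mean inhibition of at least 75% with every replicate also reaching 75%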;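 further: 0% = median of neutral control wells and 100% = pilot-screen positive control compound; some compounds past the cut are filed as inactive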
LRH-1 inv ag: LRH-1 (NR5A2) inverse agonists, primary screen, cell-based, luminescence, HEK293T, StAR-luciferase reporter. LRH-1 transfected, 24 h. Nuclear receptor subfamily 5 group A member 2 (Homo sapiens), O00482. 360,000 tested, 0.13% active. inhibition, % at 3.6 µM. AID 602396, 2012;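 active means inhibition above the mean inhibition of all tested compounds plus 3 SD, cut at about 73% in these data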;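 further: 0% = DMSO wells and 100% = reporter-only cells lacking LRH-1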
KKLEB tox: cytotoxicity in KKLEB CF airway cells, primary screen, cytotoxicity control for CF NF-kB inhibitor project, cell-based, uHTS, fluorescence assay plates; 360,000 tested, 0.36% active; activity change (cytotoxicity), % at 5 µM; KKLEB CF airway cells viability, ATPlite luminescence, overnight; stronger effect = lower value; cells stimulated with P. aeruginosa culture filtrate;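 active means corrected activity change at or below -50% at 5 µM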
NCOA3 inh: SRC3 coactivator transcriptional activity inhibitors, primary screen, cell-based, luminescence | 360,000 tested, 0.17% active | AID 588352, 2011 | HEK293 GAL4-SRC3 luciferase reporter | Nuclear receptor coactivator 3 (Homo sapiens), Q9Y6Q9 | inhibition, % at 3.6 µM;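 active means inhibition above a per-campaign cutoff, the mean of all compounds plus 3 SD, cut at about 60% in these data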;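 further: 0% = DMSO-treated cells and 100% = gossypol-treated cells at 36 µM; higher means less SRC3-driven luciferase light from the GAL4 reporter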
NR2F2 inh: NR2F2 transcriptional activity inhibitors, primary screen, cell-based, luciferase reporter, HEK293T, luminescence; HEK293T NGFI-A luciferase reporter; 370,000 tested, 0.7% active; inhibition, % at 8.6 µM; COUP transcription factor 2 (Homo sapiens), P24468;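 active means inhibition above a per-plate cutoff, mean inhibition of test wells between control levels plus 3 SD, cut at about 38% in these data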;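 further: cells cotransfected with COUP-TFII expression vector driving the NGFI-A reporter; 0% = median of COUP-TF2 test wells and 100% = reporter-only cells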
TRAIL sens C8: viability loss with TRAIL in NB7+C8 cells, primary screen, TRAIL sensitizer project, cell-based, ATPlite luminescence. inhibition (viability loss, TRAIL sensitization), % at 10 µM. 360,000 tested, 1% active. AID 624354, 2012;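 active means compounds causing at least 50% loss of cell viability in the single-dose screen, relative to plate controls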
CF NFkB inh: inhibitors of PAF-induced NF-kB signaling, primary screen, cell-based, GFP fluorescence, uHTS | KKLEB NF-kB-GFP reporter, GFP fluorescence overnight | inhibition, % at 5 µM | 360,000 tested, 0.86% active | AID 588850, 2011;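 active means at least 50% inhibition at 5 µM, scaled per plate between neutral and stimulator controls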;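 further: PAF is a Pseudomonas aeruginosa culture filtrate used as stimulus; plate controls were PAF-stimulated DMSO wells for no effect and unstimulated DMSO wells for full effect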
LMP1 NFkB inh: EBV LMP1-driven NF-kappaB luciferase reporter inhibitors, primary screen, cell-based, luminescence, single point. LMP1-induced NF-kappaB luciferase reporter cells. 350,000 tested, 0.69% active. inhibition, % at 12.5 µM; in the data active means inhibition above about 41%;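 further: 0% = neutral control wells and 100% = reference inhibitor control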
TROY signal inh: inhibitors of TROY-driven NF-kB signaling, primary screen, Q293 LMP1-TROYcd cells, NF-kB luciferase, uHTS; Q293 LMP1-TROYcd NF-kB luciferase reporter, 4 h; inhibition, % at 10 µM; 360,000 tested, 0.98% active;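 active means compounds whose plate-normalised and pattern-corrected inhibition of the luciferase reporter signal at the single screening dose is 50% or more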
* = called active by the depositor; · = no result given.

SMILES	TWEAK-Fn14 inh	SRC1 inh	Shn3 inh set2	LRH-1 inv ag	KKLEB tox	NCOA3 inh	NR2F2 inh	TRAIL sens C8	CF NFkB inh	LMP1 NFkB inh	TROY signal inh
O=c1c(C=NCCCO)c(-c2ccccc2)[nH]n1-c1nc2ccccc2s1	77.2*	11.2	41.8	3.1	-2.1	15.2	-49.2	5.8	-11.7	15.4	33.9
O=C(NCCCCc1ccccc1)NC[C@@H]1CC[C@@H](Cc2ccc(-c3ccccc3)cc2)O1	25.7	-18.6	26.7	-0.3	7.2	-0.7	-17.9	-1.5	-8.4	6.4	-17.0
O=C1c2ccsc2SCCN1Cc1cccc(F)c1	3.9	-23.6	-16.4	10.0	-1.3	12.4	10.4	7.3	4.3	1.2	10.6
CCOc1ccc(/C=C/C(=O)NC2CCCCC2)cc1	-21.9	-20.7	-35.5	-17.2	1.3	-27.1	-19.7	1.7	12.1	-8.3	-40.5
CSCCC1NC(=O)N(CC(=O)Nc2c(Cl)cc(Cl)cc2Cl)C1=O (stereo not drawn)	-5.5	9.0	8.8	11.7	4.3	29.0	28.8	-7.4	-7.3	-1.9	-5.7
CCOC(=O)c1ccc(N2CCN(c3cc(C)ccc3C)CC2)c(N)c1	2.4	3.7	2.2	-5.7	-0.5	-7.5	9.0	-13.1	-7.5	-0.6	7.6
C=CCNC1=C(Cl)C(=O)N(c2cccc(Cl)c2Cl)C1=O	-0.8	-20.1	-20.4	12.3	2.4	1.5	-10.9	-7.2	1.9	2.2	-20.4
COc1ccccc1NC(=O)c1cc(S(=O)(=O)NCc2ccccc2)ccc1F	-9.8	1.7	27.9	17.7	-0.7	-2.9	-1.6	3.0	5.9	2.2	-11.0
CCCN(C(=O)c1ccccc1Cc1ccccc1)C1CCS(=O)(=O)C1 (stereo not drawn)	2.0	-0.1	-2.1	-7.1	13.3	-5.2	23.0	-9.7	10.0	2.4	8.0
COCCCNC(=S)N(CCCO)Cc1cc2cc3c(cc2[nH]c1=O)OCCO3	-6.8	-2.1	-5.5	10.2	-2.9	9.6	-26.5	-7.7	-2.6	-9.3	16.0
O=C(Nc1cccc(S(=O)(=O)N2CCOCC2)c1)c1cccc(S(=O)(=O)N2CCCCC2)c1	0.3	-6.6	-7.2	10.1	-14.8	-23.8	4.6	-5.9	24.2	-8.1	17.7
CCOC(=O)C1=C(COC(=O)CCOc2cccc(C)c2)NC(=O)NC1C (stereo not drawn)	7.7	-5.2	-4.5	0.2	11.1	-9.5	-3.1	-17.5	11.0	-5.1	-11.7
O=C(Nc1nnc(SCc2ccccc2)s1)c1cccc([N+](=O)[O-])c1	-21.0	-1.6	-18.8	-9.9	7.0	-28.3	3.3	4.9	11.6	3.5	29.4
CCCC1CCC(C(=O)Nn2cnc3ccccc3c2=O)CC1 (stereo not drawn)	-7.7	-22.7	16.3	-10.4	-12.5	-20.8	8.2	2.4	1.8	-2.4	-28.7
CCN(CC)S(=O)(=O)c1ccc(O)c(NC(=O)c2cc(-c3cc(OC)c(OC)c(OC)c3)nc3ccccc23)c1	36.6	-6.9	20.4	-2.3	2.6	-28.1	·	7.3	-0.2	9.7	21.6

TWEAK-Fn14 inh: hit marks shown above
smiles,TWEAK-Fn14 inh,SRC1 inh,Shn3 inh set2,LRH-1 inv ag,NCOA3 inh,NR2F2 inh,CF NFkB inh,LMP1 NFkB inh
O=c1c(C=NCCCO)c(-c2ccccc2)[nH]n1-c1nc2ccccc2s1,77.2*,11.2,41.8,3.1,15.2,-49.2,-11.7,15.4

(cont.)
SMILES	TWEAK-Fn14 inh	SRC1 inh	Shn3 inh set2	LRH-1 inv ag	KKLEB tox	NCOA3 inh	NR2F2 inh	TRAIL sens C8	CF NFkB inh	LMP1 NFkB inh	TROY signal inh
COc1cccc(/C=C/C(=O)OCC(=O)c2ccc(Br)cc2)c1	6.9	7.1	-13.0	4.9	7.3	6.2	-7.4	19.7	-15.7	-2.7	5.1
FC(F)(F)c1ccc(-c2n[nH]c(=S)o2)nc1	-10.4	12.9	20.8	-5.7	-1.2	9.5	-6.9	3.8	-7.6	8.0	-34.5
CC(C)NC(=O)CSc1nc(-c2cccs2)cc(-c2ccccc2)c1C#N	8.6	-2.6	-34.3	10.6	-3.8	-2.0	8.0	0.7	-7.3	-0.9	5.6
OC[C@@H]1CN(Cc2ccc(Cl)cc2)C[C@H](n2cnc3c(N4CCN(c5ccccc5)CC4)ncnc32)O1	34.9	14.6	4.9	6.2	-8.8	10.3	-2.8	22.8	-6.6	·	29.3
O=C(NC1CC1)c1sccc1-n1cccc1	0.2	-22.2	2.7	-7.1	8.2	17.4	4.8	-4.5	-8.3	1.8	0.7
FC(F)(F)c1ccc(Sc2nnc(-c3cccs3)n2CC2CCCO2)nc1 (stereo not drawn)	0.2	10.3	24.0	-6.4	-4.1	14.1	4.8	31.1	3.5	5.3	7.1
COc1ccc([C@@H]2[C@@H](C(=O)C(C)(C)C)N3N=Cc4ccccc4[C@@H]3C23C(=O)OC(C)(C)OC3=O)cc1OC	-11.1	5.6	-5.7	-12.8	-10.7	13.0	9.3	22.5	1.1	1.6	-3.0
COC(=O)c1ccc(NS(=O)(=O)c2ccc(OC)cc2)cc1	4.7	-7.5	-84.2	-14.6	-5.1	-8.3	4.5	10.5	2.5	2.4	8.5
CC(CCc1ccccc1)N1CCN(C)CC1 (stereo not drawn)	-21.4	-9.2	8.2	4.3	-3.4	-31.2	10.2	1.6	2.0	-9.3	4.7
Cc1ccc2oc(-c3cccc(NC(=O)Cc4cccs4)c3)nc2c1	-14.8	-19.9	7.4	-9.7	-22.1	-3.3	15.8	12.8	5.6	-32.2	-41.1
COc1ccc(CN(C2CCCC2)S(=O)(=O)c2ccc(-n3cnnn3)cc2)cc1OC	-3.3	10.0	11.0	3.3	0.7	6.4	7.1	3.5	8.3	-0.7	17.4
COc1cc(NS(=O)(=O)c2ccc(Nc3nc(-c4ccccn4)cs3)cc2)nc(OC)n1	-24.8	-14.9	-17.9	-10.9	-0.3	14.2	10.1	0.9	-11.5	-5.7	20.0
CC(C)[C@@H]1NC(=O)c2cc([N+](=O)[O-])cc(I)c2NCCC[C@@H](C(=O)NC(CC(=O)O)C(N)=O)NC(=O)[C@H](CO)NC1=O (stereo partly drawn)	-9.3	0.7	3.5	5.2	-9.0	-7.1	-10.3	-1.4	6.8	-15.0	-11.5
COC(=O)c1ccc(NC(=O)C(=O)N2CCCC2)cc1	6.2	-62.2	0.6	-102.0	0.2	-80.8	-33.2	24.8	5.1	-4.8	-21.2
Cc1ccc(-c2cnc(C(O)c3ccc(Cl)cc3C)[nH]2)cc1 (stereo not drawn)	-12.6	3.3	27.2	-0.1	-4.9	2.6	4.4	-8.6	-34.4	·	-6.2
CCOC(=S)SCc1cn2ccc(C)cc2n1	-32.3	-6.7	-8.7	-4.5	13.7	-2.6	5.3	-7.1	-9.7	-11.1	-27.6
Cc1cccc(OC(=O)c2ccc3c(=O)n4c(nc3c2)CCC4)c1	-16.6	5.4	-7.4	-2.4	4.6	1.2	5.5	5.9	10.9	-3.7	-52.5

Random excerpt: 6 entries already listed, in no set order.
SMILES	TWEAK-Fn14 inh	SRC1 inh	Shn3 inh set2	LRH-1 inv ag	KKLEB tox	NCOA3 inh	NR2F2 inh	TRAIL sens C8	CF NFkB inh	LMP1 NFkB inh	TROY signal inh
FC(F)(F)c1ccc(Sc2nnc(-c3cccs3)n2CC2CCCO2)nc1 (stereo not drawn)	0.2	10.3	24.0	-6.4	-4.1	14.1	4.8	31.1	3.5	5.3	7.1
COc1cccc(/C=C/C(=O)OCC(=O)c2ccc(Br)cc2)c1	6.9	7.1	-13.0	4.9	7.3	6.2	-7.4	19.7	-15.7	-2.7	5.1
FC(F)(F)c1ccc(-c2n[nH]c(=S)o2)nc1	-10.4	12.9	20.8	-5.7	-1.2	9.5	-6.9	3.8	-7.6	8.0	-34.5
CCCN(C(=O)c1ccccc1Cc1ccccc1)C1CCS(=O)(=O)C1 (stereo not drawn)	2.0	-0.1	-2.1	-7.1	13.3	-5.2	23.0	-9.7	10.0	2.4	8.0
Cc1cccc(OC(=O)c2ccc3c(=O)n4c(nc3c2)CCC4)c1	-16.6	5.4	-7.4	-2.4	4.6	1.2	5.5	5.9	10.9	-3.7	-52.5
COc1ccccc1NC(=O)c1cc(S(=O)(=O)NCc2ccccc2)ccc1F	-9.8	1.7	27.9	17.7	-0.7	-2.9	-1.6	3.0	5.9	2.2	-11.0

Bioassay records (PubChem BioAssay)

This is a subset; count on the stated rates, not on these rows.
